TcdB GH inh – TcdB glycohydrolase inhibitors, primary screen, biochemical, single point, plate reader. Toxin B (Clostridioides difficile), P18177. TcdB glycohydrolase enzymatic assay. inhibition, % at 9.99 µM. 0.24% of 350,000 active. AID 652162, 2013; in the data active = inhibition above about 10%
Target sequence (P18177 whole entry, looked up): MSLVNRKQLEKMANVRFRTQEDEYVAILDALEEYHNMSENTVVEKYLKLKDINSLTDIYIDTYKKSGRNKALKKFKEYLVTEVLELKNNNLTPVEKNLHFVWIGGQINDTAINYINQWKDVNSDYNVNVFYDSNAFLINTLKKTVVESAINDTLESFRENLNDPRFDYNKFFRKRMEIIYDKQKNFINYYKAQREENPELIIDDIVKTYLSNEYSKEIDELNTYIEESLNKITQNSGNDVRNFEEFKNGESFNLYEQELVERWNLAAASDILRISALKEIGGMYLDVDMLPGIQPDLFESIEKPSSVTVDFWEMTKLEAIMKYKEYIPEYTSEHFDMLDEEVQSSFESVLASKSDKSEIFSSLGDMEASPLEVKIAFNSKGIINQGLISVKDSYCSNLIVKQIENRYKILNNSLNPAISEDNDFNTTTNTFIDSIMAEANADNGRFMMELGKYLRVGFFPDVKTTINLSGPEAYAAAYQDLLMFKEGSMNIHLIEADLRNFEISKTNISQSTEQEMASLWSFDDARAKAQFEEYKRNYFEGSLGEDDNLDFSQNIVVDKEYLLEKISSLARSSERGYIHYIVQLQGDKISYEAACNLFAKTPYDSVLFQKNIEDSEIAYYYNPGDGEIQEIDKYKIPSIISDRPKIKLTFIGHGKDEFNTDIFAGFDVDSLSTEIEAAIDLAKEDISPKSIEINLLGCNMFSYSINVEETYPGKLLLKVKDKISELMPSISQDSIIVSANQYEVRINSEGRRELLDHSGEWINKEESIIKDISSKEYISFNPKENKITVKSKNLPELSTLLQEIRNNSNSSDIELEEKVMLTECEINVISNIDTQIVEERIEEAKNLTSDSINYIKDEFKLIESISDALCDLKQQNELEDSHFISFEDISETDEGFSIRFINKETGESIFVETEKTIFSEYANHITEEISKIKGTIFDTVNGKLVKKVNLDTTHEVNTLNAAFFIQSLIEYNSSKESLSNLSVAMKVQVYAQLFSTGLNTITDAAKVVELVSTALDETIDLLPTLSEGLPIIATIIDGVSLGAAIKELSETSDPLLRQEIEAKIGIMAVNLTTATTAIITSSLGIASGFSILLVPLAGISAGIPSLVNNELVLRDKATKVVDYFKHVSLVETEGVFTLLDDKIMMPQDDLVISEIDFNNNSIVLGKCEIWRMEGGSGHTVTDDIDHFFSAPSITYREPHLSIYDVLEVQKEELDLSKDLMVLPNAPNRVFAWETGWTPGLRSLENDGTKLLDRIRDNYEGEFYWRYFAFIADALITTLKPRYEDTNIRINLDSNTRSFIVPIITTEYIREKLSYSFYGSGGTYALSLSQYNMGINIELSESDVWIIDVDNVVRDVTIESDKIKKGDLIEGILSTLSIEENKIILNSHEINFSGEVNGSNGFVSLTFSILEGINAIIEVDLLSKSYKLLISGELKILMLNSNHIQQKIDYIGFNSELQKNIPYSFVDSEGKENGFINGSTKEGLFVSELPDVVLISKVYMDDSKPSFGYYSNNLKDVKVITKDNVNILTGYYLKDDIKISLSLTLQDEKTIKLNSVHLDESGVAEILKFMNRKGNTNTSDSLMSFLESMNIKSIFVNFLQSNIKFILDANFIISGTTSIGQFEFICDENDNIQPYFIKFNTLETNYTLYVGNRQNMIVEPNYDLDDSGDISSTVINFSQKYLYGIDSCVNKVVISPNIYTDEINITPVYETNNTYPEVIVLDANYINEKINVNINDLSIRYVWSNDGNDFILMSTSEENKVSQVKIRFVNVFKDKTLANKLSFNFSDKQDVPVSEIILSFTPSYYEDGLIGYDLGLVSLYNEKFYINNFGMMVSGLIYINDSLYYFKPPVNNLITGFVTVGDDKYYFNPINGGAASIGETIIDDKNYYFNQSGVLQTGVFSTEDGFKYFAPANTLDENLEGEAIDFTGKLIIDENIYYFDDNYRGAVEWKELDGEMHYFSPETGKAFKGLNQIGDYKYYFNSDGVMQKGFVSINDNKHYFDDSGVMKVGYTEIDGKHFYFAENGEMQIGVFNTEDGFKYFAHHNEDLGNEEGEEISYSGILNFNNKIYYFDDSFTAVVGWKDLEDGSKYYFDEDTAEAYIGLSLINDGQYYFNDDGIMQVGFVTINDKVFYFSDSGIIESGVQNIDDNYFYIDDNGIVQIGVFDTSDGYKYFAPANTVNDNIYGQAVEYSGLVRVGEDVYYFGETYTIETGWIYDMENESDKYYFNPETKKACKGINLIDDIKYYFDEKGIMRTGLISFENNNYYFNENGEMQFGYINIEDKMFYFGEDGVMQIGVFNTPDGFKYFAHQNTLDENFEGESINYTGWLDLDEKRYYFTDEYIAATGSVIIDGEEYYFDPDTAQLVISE
* = called active by the depositor. Only part of the results is shown. The share of hits here may be higher or lower than overall.

SMILES	TcdB GH inh
C[C@H](CO)N1C[C@H](C)[C@@H](CN(C)C(=O)Nc2ccc(C(F)(F)F)cc2)Oc2c(NC(=O)c3ccc(-c4nccs4)cc3)cccc2C1=O	-0.2
CNC[C@@H]1OCCCC[C@@H](C)Oc2ccc(NS(=O)(=O)c3cccs3)cc2C(=O)N([C@H](C)CO)C[C@H]1C	-14
C[C@@H]1CN([C@@H](C)CO)C(=O)c2cc(NC(=O)Nc3ccc(C(F)(F)F)cc3)ccc2O[C@@H]1CN(C)Cc1ccc(C(F)(F)F)cc1	-0.3
C[C@@H]1CN([C@@H](C)CO)C(=O)CCCn2nncc2CO[C@@H]1CN(C)Cc1ccc2c(c1)OCCN2C	-14
C[C@H](CO)N1C[C@H](C)[C@@H](CN(C)C(=O)C2CCOCC2)Oc2ncc(C#CC3(O)CCCC3)cc2C1=O	-0.5
C[C@@H]1CN([C@H](C)CO)C(=O)c2cc(NC(=O)NC3CCCCC3)ccc2O[C@@H](C)CCCCO[C@H]1CN(C)C(=O)C1CCCCC1	0.0
COc1ccccc1-c1cccc(-c2nc(C(=O)N3CCCCC3)cc3c2[C@H](CCO)N([S@@](=O)C(C)(C)C)C3)c1	0.3
O=C(NCc1ccc(F)cc1)[C@@H]1[C@@H](CO)[C@@H]2Cn3c(cccc3=O)[C@H]1N2C(=O)c1cnccn1	0.3
C[C@H](CO)N1C[C@H](C)[C@H](CN(C)Cc2ccc(Cl)c(Cl)c2)Oc2ccc(NC(=O)CCC(F)(F)F)cc2CC1=O	0.5
COCC#Cc1cnc2c(c1)C(=O)N([C@H](C)CO)C[C@@H](C)[C@@H](CN(C)S(=O)(=O)c1ccccc1)O2	-1.0
CO[C@H]1CN(C)C(=O)c2cc(NS(=O)(=O)c3ccccc3)ccc2OC[C@H](C)N(Cc2cccnc2)C[C@@H]1C	-0.5
O=C(CC1CC1)N1CC2(C1)[C@@H](c1ccccc1)[C@H](CO)N2C(=O)c1cccnc1	-0.7
COc1cccc(NC(=O)N[C@H]2CC[C@@H](CC(=O)NCc3ccncn3)O[C@H]2CO)c1	0.0
Cc1noc(C)c1S(=O)(=O)N(C)C[C@@H]1OCCCC[C@H](C)Oc2ccc(NC(=O)NC(C)C)cc2C(=O)N([C@@H](C)CO)C[C@H]1C	0.2
CO[C@@H]1CN(C)C(=O)c2ccc(NC(=O)C3CCCC3)cc2OC[C@H](C)N(C)C[C@@H]1C	-0.6
CNC(=O)C[C@H]1CC[C@@H]2[C@H](COC[C@@H](O)CN2Cc2ccncc2)O1	0.0
O=S(=O)(c1ccc2ccccc2c1)N1CCN(Cc2ccc(OCCO)cc2)CC1	3.0
CCNC(=O)C[C@H]1CC[C@H]2[C@@H](COC[C@H](O)CN2C(=O)Nc2ccc3c(c2)OCO3)O1	0.2
CO[C@H]1CN(C)C(=O)c2ccc(NC(=O)C3CC3)cc2OC[C@@H](C)NC[C@H]1C	0.6
O=C(N[C@H]1C=C[C@@H](CC(=O)N2CCN(c3ccccc3)CC2)O[C@@H]1CO)c1ccccc1	0.0
CNC(=O)C[C@@H]1CC[C@H]2[C@@H](COC[C@H](O)CN2Cc2ccccc2F)O1	-1.1
COc1ccc(S(=O)(=O)Nc2ccc3c(c2)C(=O)N([C@H](C)CO)C[C@@H](C)[C@H](CN(C)Cc2ccc(C(F)(F)F)cc2)OCCCC[C@@H](C)O3)cc1	-0.1
CO[C@H]1CN(C)C(=O)c2ccc(NS(=O)(=O)c3cccc(F)c3)cc2OC[C@H](C)NC[C@H]1C	-0.1
CC(C)NC(=O)Nc1ccc2c(c1)C(=O)N([C@H](C)CO)C[C@H](C)[C@H](CN(C)C(=O)Nc1ccc3c(c1)OCO3)OCCCC[C@H](C)O2	-0.7
CCCNC(=O)[C@H]1[C@H](CO)[C@H]2Cn3c(cccc3=O)[C@H]2N1C(=O)C1CCC1	-1.1
(more compounds)
SMILES	TcdB GH inh
CCC(=O)N(C)C[C@@H]1Oc2cc(C#CC3CCCCC3)ccc2S(=O)(=O)N([C@@H](C)CO)C[C@@H]1C	0.2
CC(C)CC#Cc1cnc2c(c1)C(=O)N([C@@H](C)CO)C[C@@H](C)[C@@H](CN(C)C(=O)c1cccc(F)c1)O2	2.0
CCC(=O)N(C)C[C@@H]1Oc2cc(C#CCC3CCCC3)ccc2S(=O)(=O)N([C@H](C)CO)C[C@H]1C	-3.0
CC(C)NC(=O)N1[C@H](CO)[C@@H]2c3ccccc3N(C(=O)Nc3ccccc3)C[C@@H]21	1.7
C[C@@H]1CN([C@@H](C)CO)C(=O)c2cccc(NC(=O)Nc3ccccc3)c2O[C@H]1CN(C)C(=O)Nc1ccccc1	1.0
O=C(NCc1ccc(F)cc1)[C@@H]1[C@@H](CO)[C@@H]2Cn3c(ccc(-c4cccnc4)c3=O)[C@H]1N2	-0.9
C[C@H]1CN([C@@H](C)CO)C(=O)Cc2cc(NS(=O)(=O)c3cn(C)cn3)ccc2O[C@H]1CN(C)S(=O)(=O)c1ccc(Cl)cc1	1.3
COc1cccc(-c2cccc(-c3nc(C(=O)Nc4ccc(-c5ccccc5)cc4)cc4c3[C@@H](CCO)N(S(=O)C(C)(C)C)C4)c2)c1 (some centres undefined)	0.9
CC(C)NC(=O)Nc1cccc2c1O[C@@H](CN(C)Cc1ccccc1)[C@@H](C)CN([C@H](C)CO)C2=O	0.8
CN(C)CCCNC(=O)C[C@@H]1CC[C@H]2[C@@H](COC[C@@H](O)CN2Cc2ccc(Cl)c(Cl)c2)O1	-3.2
CCCNC(=O)[C@H]1[C@H](CO)[C@H]2Cn3c(ccc(/C=C/c4ccccc4)c3=O)[C@@H]1N2CCC	0.7
CNC[C@H]1OCCCC[C@@H](C)Oc2ccc(NC(=O)Nc3ccccc3)cc2C(=O)N([C@H](C)CO)C[C@@H]1C	0.8
C[C@@H]1CCCCO[C@@H](CN(C)S(=O)(=O)c2ccc(F)cc2)[C@@H](C)CN([C@@H](C)CO)C(=O)c2cc(NC(=O)Nc3cccc4ccccc34)ccc2O1	-0.3
COc1ccc(-c2ccc([C@@H]3[C@@H](CO)N4C(=O)CN(C(=O)c5cccnc5)C[C@H]34)cc2)cc1	0.3
CC(C)NC(=O)N(C)C[C@H]1Oc2ccc(NC(=O)Nc3ccc(C(F)(F)F)cc3)cc2CC(=O)N([C@H](C)CO)C[C@H]1C	1.0
O=C(C[C@@H]1CC[C@@H]2[C@H](COC[C@H](O)CN2S(=O)(=O)c2ccc(Cl)cc2)O1)NCCN1CCCC1	0.9
COc1ccc2c3c([nH]c2c1)[C@@H](CO)N(C(=O)NC1CCCC1)CC31CCN(C(=O)Nc2cccc(F)c2)CC1	0.4
C[C@@H]1CN([C@H](C)CO)C(=O)c2cccc(NC(=O)CCCCCC(=O)Nc3ccccc3N)c2O[C@@H]1CN(C)Cc1ccc(-c2ccccc2)cc1	-1.0
CCS(=O)(=O)Nc1ccc2c(c1)C(=O)N(C)C[C@H](OC)[C@H](C)CN(C(=O)COC)[C@@H](C)CO2	0.7
COc1ccc(CNC(=O)C[C@@H]2CC[C@H]3[C@H](COc4ccc(NC(=O)C5CC5)cc4C(=O)N3C)O2)cc1	-0.4
COCC(=O)Nc1ccc2c(c1)C(=O)N(C)C[C@H](OC)[C@@H](C)CN(Cc1ccccc1)[C@H](C)CO2	-0.9
N#Cc1cccc(-c2ccc([C@@H]3[C@@H](CO)N4CCCCN(C(=O)Cc5ccncc5)C[C@@H]34)cc2)c1	0.3
CC(C)CC#Cc1cnc2c(c1)C(=O)N([C@H](C)CO)C[C@@H](C)[C@@H](CN(C)Cc1ccccn1)O2	-1.1
COCC(=O)N(C)C[C@@H]1Oc2ncc(C#Cc3ccccc3)cc2C(=O)N([C@@H](C)CO)C[C@@H]1C	0.4
CNC(=O)C[C@@H]1CC[C@H]2[C@@H](COc3ccc(NC(=O)c4ccc(F)cc4)cc3C(=O)N2C)O1	0.0

3 structures out of the list, sorted by length of the SMILES, smallest number first:
SMILES	TcdB GH inh
CC(C)CC#Cc1cnc2c(c1)C(=O)N([C@H](C)CO)C[C@@H](C)[C@@H](CN(C)Cc1ccccn1)O2	-1.1
O=C(NCc1ccc(F)cc1)[C@@H]1[C@@H](CO)[C@@H]2Cn3c(ccc(-c4cccnc4)c3=O)[C@H]1N2	-0.9
C[C@@H]1CCCCO[C@@H](CN(C)S(=O)(=O)c2ccc(F)cc2)[C@@H](C)CN([C@@H](C)CO)C(=O)c2cc(NC(=O)Nc3cccc4ccccc34)ccc2O1	-0.3

The list continues.
SMILES	TcdB GH inh
Cc1noc(C)c1S(=O)(=O)N(C)C[C@H]1Oc2ccc(NS(=O)(=O)c3cccs3)cc2CC(=O)N([C@@H](C)CO)C[C@H]1C	1.6
COCC(=O)N(C)C[C@H]1Oc2cc(C#Cc3ccccc3)ccc2S(=O)(=O)N([C@H](C)CO)C[C@H]1C	-0.7
C[C@@H]1CN([C@@H](C)CO)C(=O)c2cccc(NS(=O)(=O)c3ccc(Cl)cc3)c2O[C@H]1CN(C)C(=O)Nc1ccc(C(F)(F)F)cc1	1.2
COCCNC(=O)C[C@@H]1C[C@H]2c3cc(NC(=O)NC4CCCC4)ccc3O[C@H]2[C@H](CO)O1	0.3
CO[C@H]1CN(C)C(=O)c2cc(NC(=O)c3ccccc3)ccc2OC[C@H](C)N(C(=O)C2CC2)C[C@@H]1C	2.0
N#C[C@H]1[C@H](c2ccccc2C2=CCCC2)[C@@H](CO)N1C(=O)Cc1ccncc1	1.0
C[C@@H]1CCCCO[C@@H](CN(C)C(=O)C2CCCCC2)[C@@H](C)CN([C@H](C)CO)C(=O)c2cc(N(C)C)ccc2O1	-11
C[C@H]1CN([C@@H](C)CO)C(=O)c2cc(NC(=O)CCN3CCOCC3)ccc2O[C@H]1CN(C)C(=O)Nc1ccccc1	-0.5
C[C@@H]1CCCCO[C@@H](CN(C)S(=O)(=O)c2ccc(F)cc2)[C@H](C)CN([C@@H](C)CO)C(=O)c2cc(NS(=O)(=O)c3cn(C)cn3)ccc2O1	-0.5
Cc1noc(C)c1NC(=O)Nc1ccc2c(c1)C(=O)N(C)[C@H]1CC[C@H](CC(=O)N[C@@H]3CCN(Cc4ccccc4)C3)O[C@@H]1CO2	-0.1
COc1ccc(S(=O)(=O)N(C)C[C@H]2OCCCC[C@@H](C)Oc3ccc(NC(=O)Nc4ccc(F)cc4)cc3C(=O)N([C@H](C)CO)C[C@@H]2C)cc1	0.3
O=C(NC1Cc2ccccc2C1)[C@@H]1[C@@H](CO)[C@@H]2Cn3c(ccc(C4=CCCC4)c3=O)[C@H]1N2CC1CC1	0.0
C[C@@H]1CN([C@@H](C)CO)C(=O)c2cccc(NC(=O)C3CCOCC3)c2O[C@@H]1CN(C)C	0.2
O=C(C[C@@H]1CC[C@H](NC(=O)c2ccccn2)[C@H](CO)O1)NCc1cccc(F)c1	0.0
O=C(c1ccccc1)N1CC2(C1)[C@H](c1ccccc1)[C@@H](CO)N2C(=O)CC1CC1	0.2
C[C@@H]1CN([C@@H](C)CO)C(=O)c2cc(NC(=O)Nc3ccc4c(c3)OCO4)ccc2O[C@@H](C)CCCCO[C@H]1CN(C)C	-0.3
COc1cccc(-c2ccc3n(c2=O)C[C@H]2[C@H](CO)[C@@H](C(=O)NCCN4CCCCC4)N(C)[C@@H]32)c1	-0.3
C[C@H](CO)N1C[C@H](C)[C@@H](CN(C)Cc2ccncc2)Oc2ccc(NC(=O)Cc3cn(C)c4ccccc34)cc2CC1=O	0.0
O=C(C[C@@H]1C[C@H]2c3cc(NS(=O)(=O)c4ccc(F)cc4)ccc3O[C@H]2[C@@H](CO)O1)NCc1ccc(Cl)cc1	0.3
CO[C@H]1CN(C)C(=O)c2cc(NC(C)=O)ccc2OC[C@H](C)N(Cc2nccs2)C[C@@H]1C	-0.3
CS(=O)(=O)N1Cc2cc(C(=O)NCC3CC3)nc(-c3cccc(-c4cncnc4)c3)c2[C@H]1CCO	0.2
Cc1cc(C(=O)Nc2cccc3c2O[C@@H](CN(C)C(=O)NC(C)C)[C@H](C)CN([C@@H](C)CO)C3=O)n(C)n1	-0.2
O=C(C[C@H]1C[C@H]2c3cc(NC(=O)Cc4ccncc4)ccc3O[C@H]2[C@@H](CO)O1)NCc1cccc(F)c1	-1.4
C/C=C/c1ccc2c(c1)O[C@H](CN(C)Cc1ccc(C(=O)O)cc1)[C@H](C)CN([C@H](C)CO)S2(=O)=O	-3.6
C[C@H](NC(=O)C[C@H]1CC[C@@H]2[C@H](COC[C@@H](O)CN2C(=O)Nc2cc(Cl)cc(Cl)c2)O1)c1ccccc1	-1.3
C[C@@H]1CN([C@H](C)CO)C(=O)c2cc(NC(=O)Cc3cn(C)c4ccccc34)ccc2O[C@H]1CN(C)S(=O)(=O)c1ccc(Cl)cc1	-2.6
CCC(=O)N(C)C[C@@H]1Oc2cc(C#CC3(O)CCCC3)ccc2S(=O)(=O)N([C@@H](C)CO)C[C@@H]1C	-1.0
COc1cccc(NC(=O)N(C)C[C@H]2OCc3ccccc3-c3c(n(C)c4ccccc34)C(=O)N([C@@H](C)CO)C[C@H]2C)c1	-8.8
C[C@@H]1CCCCO[C@@H](CN(C)S(=O)(=O)c2cn(C)cn2)[C@@H](C)CN([C@H](C)CO)C(=O)c2cc(NC(=O)c3ccccc3)ccc2O1	-1.0

Retrieved one by one from above, two records:
SMILES	TcdB GH inh
N#Cc1cccc(-c2ccc([C@@H]3[C@@H](CO)N4CCCCN(C(=O)Cc5ccncc5)C[C@@H]34)cc2)c1	0.3
CCCNC(=O)[C@H]1[C@H](CO)[C@H]2Cn3c(ccc(/C=C/c4ccccc4)c3=O)[C@@H]1N2CCC	0.7

Some of the entries so far, with each value named:
Structure: CNC[C@@H]1OCCCC[C@@H](C)Oc2ccc(NS(=O)(=O)c3cccs3)cc2C(=O)N([C@H](C)CO)C[C@H]1C
  TcdB GH inh: -14

Structure: C[C@@H]1CN([C@@H](C)CO)C(=O)c2cc(NC(=O)Nc3ccc(C(F)(F)F)cc3)ccc2O[C@@H]1CN(C)Cc1ccc(C(F)(F)F)cc1
  TcdB GH inh: -0.3

Structure: C[C@@H]1CN([C@@H](C)CO)C(=O)CCCn2nncc2CO[C@@H]1CN(C)Cc1ccc2c(c1)OCCN2C
  TcdB GH inh: -14
